BLM inh = qHTS Assay for Inhibitors of Bloom's syndrome helicase (BLM); 350,000 compounds, 0.2% hits; Potency, µM (doses to about 56.1 µM), for inactives: at the top dose activity change, negative = inhibition, hits mostly inhibitors; AID 2528, 2010; RecQ-like DNA helicase BLM (Homo sapiens), P54132; recombinant BLM DNA unwinding, fluorescence dequenching;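 note: potency is the fitted concentration of half-maximal effect; plate controls were vehicle for no effect and no enzyme for full effect; nearly all actives have a fitted effect of over 35% in size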
ERG Ets-DNA blk = qHTS for Small Molecule Inhibitors of the ERG Ets/DNA interaction; 370,000 compounds, 0.028% hits; Potency, µM (series often up to 76.9 µM), inactives show top-dose FP activity, negative = inhibition, actives largely listed as inhibitors; fluorescence polarization, His-ERG Ets domain / labelled DNA; Transcriptional regulator ERG (Homo sapiens), P11308; active = well fitted inhibition curve with a large enough effect in the polarisation, with a control signal flat; inconclusive = small, poorly fitted or top-dose-only effect, or effect the other way, or a change in a side signal; inactive = no such curve, though single readings can be large or run the other way; the % refers to the polarisation;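 note: polarization taken with two DNA probes labelled with fluorescein and Texas red; potency is the fitted concentration of half-maximal effect; % of control where 0% means no effect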
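His-tagged ERG Ets domain (1 uM in the protein solution; 300mM KCl, 50mM Tris-HCl, 1mM EDTA, 1mM DTT, pH 7.5) received compound, then a probe mix of 5 nM fluorescein-DNA and 100nM Texas-615-DNA. Fluorescence polarization was read for both dyes.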
POLK inh = qHTS for Inhibitors of Polymerase Kappa. purified Pol kappa, fluorescent DNA synthesis assay, 10 min. Potency, µM (highest dose often 107 µM), inactives show top-dose activity, negative = inhibition, most hits filed as inhibitors. 400,000 compounds, 0.53% hits. AID 588579, 2011; note: potency is the fitted concentration of half-maximal effect; % is set by controls: 0 for no effect and ±100 for the full control effect
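First, compounds were pin-transferred onto 10 nM Pol kappa. After 15 min at room temperature, substrate was added to 50 nM final. Fluorescence was then measured kinetically at 0 and 10 min.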
12-LOX inh = Primary qHTS assay for inhibitors of human arachidonate 12S-lipoxygenase (ALOX12): Round 2. Polyunsaturated fatty acid lipoxygenase ALOX12 (Homo sapiens), P18054. purified 12hLO, xylenol orange hydroperoxide absorbance. Potency, µM (highest dose often 108 µM), for the others: at the highest dose activity change, negative = inhibition, most hits filed as inhibitors. 580,000 compounds, 1.1% hits. AID 1671190, 2021; note: potency is the fitted concentration of half-maximal effect; % is set by controls: 0 for no effect and ±100 for the full control effect
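Purified human 12hLO (150 nM final) in 25 mM Hepes, 0.01% Triton X-100, pH 7.0 was preincubated 15 min at room temperature with compound. Then 40 uM arachidonic acid was added, 30 min. Hydroperoxide was read by Fe-XO absorbance ratio 573/405 nm.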
APE1 inh = qHTS Assay for Inhibitors of the Human Apurinic/apyrimidinic Endonuclease 1 (APE1). AID 2517, 2012. 350,000 compounds, 0.35% hits. DNA repair nuclease/redox regulator APEX1 (Homo sapiens), P27695. recombinant APE1, TAMRA/BHQ-2 abasic DNA cleavage fluorescence. Potency, µM (doses to about 65.8 µM), without a hit: at the top dose activity change, negative = inhibition, hits mostly inhibitors;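 note: potency is the fitted concentration of half-maximal effect; plate controls were vehicle for no effect and reference inhibitor for full effect; nearly all actives have a fitted effect of over 55% in size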
Target sequence (P27695 whole entry, looked up): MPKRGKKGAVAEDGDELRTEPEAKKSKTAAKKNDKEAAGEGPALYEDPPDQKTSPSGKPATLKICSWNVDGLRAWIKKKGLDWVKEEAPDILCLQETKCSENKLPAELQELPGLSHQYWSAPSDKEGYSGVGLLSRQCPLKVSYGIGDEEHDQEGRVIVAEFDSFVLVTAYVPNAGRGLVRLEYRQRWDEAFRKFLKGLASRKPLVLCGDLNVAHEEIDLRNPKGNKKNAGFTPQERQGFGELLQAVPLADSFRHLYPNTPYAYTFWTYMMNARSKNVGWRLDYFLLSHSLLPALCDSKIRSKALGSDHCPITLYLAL
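Step 1: APE1 (0.75 nM) with compound, 15 min RT. Step 2: add 50 nM fluorophore/quencher THF duplex. Step 3: three fluorescence reads 60 s apart (525/598 nm); read 3 minus read 1 = reaction progress.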
POLB inh = qHTS Assay for Inhibitors of DNA Polymerase Beta | AID 485314, 2010 | Pol beta primer extension/strand displacement, fluorescence kinetic | 340,000 compounds, 1.3% hits | Potency, µM (top dose mostly 114 µM), inactives show at the highest dose activity change, negative = inhibition, most hits filed as inhibitors; note: potency is the fitted concentration of half-maximal effect; % is set by controls: 0 for no effect and ±100 for the full control effect
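Preincubation: enzyme (10 nM) with compound, 15 min, RT. Reaction: substrate added to 50 nM final. Reads: 0 and 10 min. Analysis: normalized, Hill fit.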
Pol iota inh = qHTS for Inhibitors of Polymerase Iota. Pol iota fluorescent replication assay, 10 min. Potency, µM (series often up to 115 µM), for inactives: at the top dose activity, negative = inhibition, hits mostly inhibitors. 390,000 compounds, 1% hits. AID 588590, 2011; note: potency is the fitted concentration of half-maximal effect
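Pol iota at 10 nM preincubated 15 min with compounds at room temperature; reaction started with fluorescent substrate, 50 nM final. Fluorescence read kinetically at 0 and 10 min; buffer-only wells as negative control.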
TRHR ag = qHTS for Small Molecule Agonists and Allosteric Enhancers of Human TRH Receptor: Primary Screen for Agonists | Thyrotropin-releasing hormone receptor (Homo sapiens), P34981 | 360,000 compounds, 0.18% hits | activation, % at 2 µM | AID 493084, 2011 | TRHR cells, calcium flux fluo-8, FDSS agonist mode; in the data active = activation above about 30%; note: 0% is about no effect
Target sequence (P34981 whole entry, looked up): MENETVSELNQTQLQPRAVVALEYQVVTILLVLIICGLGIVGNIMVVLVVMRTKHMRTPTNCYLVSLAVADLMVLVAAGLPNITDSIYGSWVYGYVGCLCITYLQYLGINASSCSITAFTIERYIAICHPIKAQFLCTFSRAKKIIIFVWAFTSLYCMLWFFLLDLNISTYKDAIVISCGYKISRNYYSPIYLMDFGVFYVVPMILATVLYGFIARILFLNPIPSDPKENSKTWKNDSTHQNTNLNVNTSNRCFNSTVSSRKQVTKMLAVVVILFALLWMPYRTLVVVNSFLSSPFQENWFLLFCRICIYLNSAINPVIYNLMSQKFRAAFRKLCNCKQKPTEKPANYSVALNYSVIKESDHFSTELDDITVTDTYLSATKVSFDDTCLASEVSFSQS
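Agonist-mode FDSS calcium read (Ex 480/Em 530, 1 s cycles) in 1536-well TRHR cells with fluo-8 dye, after 10-cycle baseline and 23 nL compound addition; TRH at EC20 (10 nM final) added afterwards for the enhancer phase.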
Apoferritin bind = qHTS Assay for Identification of Novel General Anesthetics | AID 485281, 2010 | apoferritin/1-aminoanthracene competitive binding, fluorescence | Potency, µM (doses to about 77.5 µM), for the others: at the highest dose activity change, negative = displacement, most hits filed as inhibitors | 350,000 compounds, 0.074% hits | Ferritin light chain (Equus caballus), P02791; note: potency is the fitted concentration of half-maximal effect; % is set by controls: 0 for no effect and ±100 for the full control effect; nearly all actives have a fitted effect of over 20% in size
Target sequence (P02791 2-175 limits assumed): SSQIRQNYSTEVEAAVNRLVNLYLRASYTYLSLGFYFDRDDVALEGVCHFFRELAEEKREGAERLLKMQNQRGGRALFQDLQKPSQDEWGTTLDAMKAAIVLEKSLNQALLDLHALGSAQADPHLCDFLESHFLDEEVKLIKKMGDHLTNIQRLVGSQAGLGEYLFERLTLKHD
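Horse-spleen apoferritin (10 uM) was mixed with 50% saturated 1-aminoanthracene in PBS, exposed to compounds for 10 min at room temperature, and read for fluorescence (ex 380 nm, em 535 nm). Competitive displacement was fitted with a four-parameter Hill equation.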
Starred values were filed as active, the others as inactive; ? = inconclusive; . = not tested or not shown; & = joins results of further samples; [ ] = remark or other dose. Unless noted, calls come from the whole dose curve; as a rule, active = well fitted curve in the direction sought with a large enough effect; inconclusive = small, poorly fitted or top-dose-only effect, or another doubt; inactive = no such curve, though single readings can be large; an effect the other way counts as inactive or inconclusive. An excerpt (hit frequency here may not be typical).

cpd	Compound	BLM inh	ERG Ets-DNA blk	POLK inh	12-LOX inh	APE1 inh
1	N#C/C(=C\c1ccc(OCc2ccc(C(=O)O)cc2)cc1)C(=O)N1CCOCC1	-1%	-19%	-28%	-9%	-2%
2	Cn1c(CSc2nc3ccccc3n2C)nc2ccccc21	-9%	7%	-6%	-3%	2%
3	Cc1cccc(N2CCN(C(=S)Nc3ccc4nc(N5CCOCC5)cc(C)c4c3)CC2C)c1 (centres undefined)	-20%	-14%	0%[60.1 µM]	-1%	1%
4	c1ccc(-c2cnnc(-c3ccccn3)n2)cc1	.	-3%	4%	-16%	.
5	CC(C)(C)c1ccc(C(=O)Nc2ccc([N+](=O)[O-])cn2)cc1	1%	-2%	-4%	-22%	-2%
6	CCOc1cc(-c2nc3ccccc3s2)ccc1O	-7%	-2%	-17%	5%	-2%
7	O=C(NNC(=O)c1cc(Cl)ccc1[N+](=O)[O-])c1csc(N2CCOCC2)n1	.	3%	-6%	-9%	-7%
8	CCC(=O)N(Cc1cc(=O)[nH]c2ccccc12)c1ccccc1OC	-1%	-18%	3%	45%[activator]	30%

cpd	POLB inh	Pol iota inh	TRHR ag	Apoferritin bind
1	13%	?	0.2	3%
2	?	17%	1.0	-21%
3	-9%	19%	0.4	3%
4	.	30%	.	.
5	26%	7%	-0.6	3%
6	-16%	31%[activator]	0.0	-8%
7	.	35%[activator]	-0.2	.
8	38%	6%	-0.6	-2%

Next records follow.
cpd	Compound	BLM inh	ERG Ets-DNA blk	POLK inh	12-LOX inh	APE1 inh
9	COc1ccc(OC)c(C(=O)Cn2cnc3ccccc3c2=O)c1	0%	-21%	9%	-23%	15%
10	COc1cccc(NC(=O)C2CCCCC2)c1	3%	-3%	-15%	0%	7%
11	N#C/C(=C/c1cccc([N+](=O)[O-])c1)C(=O)Nc1ccccc1O	-4%	5%	-2%	1%	-4%
12	COc1ccc2ccccc2c1CNC(C)CCc1ccccc1 (centres undefined)	-8%	-15%	2%	?	-2%
13	CCOc1cccc(-c2cc(C(=O)N3N=C(C)CC3(O)C(F)F)c3ccccc3n2)c1 (centres undefined)	-17%	-12%	-11%	6%	7%
14	CCOc1cc2c(C#N)c(N3CCCC3)nc(N)c2c(N)n1	.	-6%	-7%	14%	.
15	O=C(C1=C(O)C(=O)N(CCN2CCOCC2)C1c1ccc(Cl)cc1)c1cc2ccccc2o1 (centres undefined)	-4%	-3%	-2%	?	-4%
16	COc1cccc(C2CCCN2Cc2nc(-c3sccc3C)oc2C)c1 (centres undefined)	0%	1%	-4%	-10%	-10%

cpd	POLB inh	Pol iota inh	TRHR ag	Apoferritin bind
9	55%	20%	0.8	2%
10	5%	5%	0.4	-14%
11	2%	-12%	0.0	-5%
12	4%	25%	0.3	-9%
13	4%	55%[activator]	0.9	-23%
14	.	21%	.	.
15	28%	28%	-0.2	-14%
16	27%	25%	0.7	-19%

New compounds follow.
cpd	Compound	BLM inh	ERG Ets-DNA blk	POLK inh	12-LOX inh	APE1 inh
17	CCN1CCN(c2nc3c(c(=O)n(C)c(=O)n3C)n2CCSc2ncccn2)CC1	-1%	1%	0%	0%	-1%
18	CN(C)CCOC(=O)c1ccc2c(c1)S(=O)(=O)c1ccccc1C2=O	6%	-9%	-11%	-16%	2%
19	O=C(O)c1cc2ccccc2c(N=Nc2cccnc2)c1O	-8%	3%	-10%	.	12%
20	Cc1cccc(CNC(=O)c2ccc3c(c2)N(C)C(=O)C2CCCCN32)c1 (centres undefined)	2%	-1%	-5%[60.1 µM]	?	.
21	Cn1c(=O)c2[nH]c(C(O)c3ccc(Cl)cc3)nc2n(C)c1=O (centres undefined)	.	11%	-6%	-9%	.
22	Cc1cc(C)c2nc(SCC(=O)Nc3ccccc3N3CCOCC3)c(C#N)cc2c1	.	-14%	-5%	-7%	.
23	CCCCNC(=O)c1ccc(SCC(=O)N(CC)CC)c([N+](=O)[O-])c1	-1%	4%	-9%	2%	4%
24	O=C(COc1ncnc2sccc12)Nc1ccc(F)cc1F	-3%	0%	-23%	-2%	-1%

cpd	POLB inh	Pol iota inh	TRHR ag	Apoferritin bind
17	-4%	20%	-0.5	-2%
18	32%	12%	-0.6	-2%
19	30%	51%[activator]	-0.3	-7%
20	14%	-23%	0.0	-3%
21	.	-4%	.	.
22	.	8%	.	.
23	25%	102%[activator]	-0.8	-18%
24	19%	8%	0.1	-7%

Compound profiles (already shown). Order of values: BLM inh	ERG Ets-DNA blk	POLK inh	12-LOX inh	APE1 inh	POLB inh	Pol iota inh	TRHR ag	Apoferritin bind
O=C(O)c1cc2ccccc2c(N=Nc2cccnc2)c1O as listed: -8%	3%	-10%	.	12%	30%	51%[activator]	-0.3	-7%
CCCCNC(=O)c1ccc(SCC(=O)N(CC)CC)c([N+](=O)[O-])c1 as listed: -1%	4%	-9%	2%	4%	25%	102%[activator]	-0.8	-18%
CCN1CCN(c2nc3c(c(=O)n(C)c(=O)n3C)n2CCSc2ncccn2)CC1 as listed: -1%	1%	0%	0%	-1%	-4%	20%	-0.5	-2%

Carrying on.
cpd	Compound	BLM inh	ERG Ets-DNA blk	POLK inh	12-LOX inh	APE1 inh
25	O=C(O)c1cc(S(=O)(=O)N2CCOCC2)c(Sc2ccccn2)cc1Sc1ccccn1	0%	-2%	-8%	152%[activator]	1%
26	CC1CCN(c2nc3c(c(=O)[nH]c(=O)n3C)n2Cc2ccccc2)CC1	-2%	-4%	8%	-10%	5%
27	O=c1c2ccc([N+](=O)[O-])cc2ncn1CCOc1ccccc1	-2%	-5%	?	3%	2%
28	Cc1ccc2cc(C#N)c(N3CCCN(S(=O)(=O)c4ccccc4)CC3)nc2c1	-5%	13%	-11%	-6%	2%
29	Cc1nn(C)c(C)c1CN(Cc1nc(CCC(C)C)no1)C(C)C	-7%	3%	-9%	-1%	-3%
30	N#C/C(=C\c1ccc(O)cc1)C(=O)N1CCCC1	-3%	11%	-4%	-9%	4%
31	COc1ccccc1C1CC(c2ccccc2)=NN1C(=S)Nc1ccccc1 (centres undefined)	-10%	1%	-6%	22%	-4%
32	Cn1nc(C(=O)N2CCCc3ccccc32)c2ccccc2c1=O	-8%	8%	15%	14%&-13%	-3%

cpd	POLB inh	Pol iota inh	TRHR ag	Apoferritin bind
25	20%	0%	0.4	-9%
26	-7%	20%	-0.5	0%
27	6%	89µM*	0.2	?
28	26%	39%[activator]	0.4	0%
29	31%	33%[activator]	-1.1	-11%
30	-1%	-5%	0.1	-7%
31	17%	87%[activator]	0.4	-5%
32	0%	42%[activator]	0.0	-16%

New compounds follow.
cpd	Compound	BLM inh	ERG Ets-DNA blk	POLK inh	12-LOX inh	APE1 inh
33	S=c1[nH]nc(-c2cc(-c3ccccc3)n[nH]2)n1/N=C/C=C/c1ccccc1	-1%	3%	4%	?	5%
34	CCn1cc([N+](=O)[O-])c(C(=O)N2N=C(c3ccc(OC)cc3OC)CC2c2ccccc2O)n1 (centres undefined)	1%	-3%	-10%	-7%	?
35	CCCCCCCCS(=O)CCC(=O)O (centres undefined)	1%	0%	-14%	25µM*	-4%
36	O=C1Nc2cc(Cl)c(Cl)cc2N(O)N1c1ccccc1	-1%	.	-11%	-26%	4%
37	COc1ccc(S(=O)(=O)NCC(c2ccco2)S(=O)(=O)c2cccs2)cc1OC (centres undefined)	-2%	4%	-3%[60.1 µM]	5%	.
38	CCCCNC(=O)C1CCN(S(=O)(=O)CCC)CC1	2%	-3%	5%[60.1 µM]	-18%	.
39	Cc1cccc(C)c1NC(=O)C(=O)NCC(c1ccc2c(c1)OCO2)N1CCN(C)CC1 (centres undefined)	2%	-8%	-2%[60.1 µM]	-9%	.
40	O=C(c1ccncc1)N1CCN(c2ccc3ccccc3n2)CC1	-8%	-1%	-13%	11%	5%

cpd	POLB inh	Pol iota inh	TRHR ag	Apoferritin bind
33	?	10%	-0.5	-15%
34	11%	5%	-0.4	-15%
35	4%	4%	-0.8	-6%
36	0%	5%	0.0	-11%
37	1%	19%	3.3	4%
38	-12%	-18%	0.0	19%
39	-1%	24%	0.3	0%
40	-2%	118%[activator]	0.0	-6%

The list goes on.
cpd	Compound	BLM inh	ERG Ets-DNA blk	POLK inh	12-LOX inh	APE1 inh
41	CCOC(=O)c1c(C)nc2sc(C(N)=O)c(N)c2c1-c1ccc(OC)cc1	-12%	3%	-4%	4%	16%
42	CCCCCCCC1=CC2=CC(=O)C(C)(OC(C)=O)C(=O)C2=CN1CCc1ccccc1 (centres undefined)	-7%[12.4 µM]	.	.	.	?
43	COc1cc(/C=C/CNC[C@H]2O[C@@H](n3ccc(=O)[nH]c3=O)[C@H](O)[C@@H]2O)ccc1O	.	2%	-5%	-11%	.
44	C#CCn1c(=NC(=O)c2ccc3c(c2)OCCO3)sc2cc(OC)c(OC)cc21	-9%	0%	0%[60.1 µM]	-25%	.
45	Cc1cc(OC(C)C(=O)NCCN2CCOCC2)c2c(C)cc(=O)oc2c1 (centres undefined)	0%	3%	5%	40%[activator]	-13%

cpd	POLB inh	Pol iota inh	TRHR ag	Apoferritin bind
41	28%	5%	-0.1	3%
42	-22%	.	0.0	?
43	.	66%[activator]	.	.
44	-22%	6%	-0.5	22%
45	48%	47%[activator]	0.2	-1%
